phage Ecoli inh – growth loss of phage-infected E. coli, primary screen, RecBCD inhibitor project, absorbance, with phage, HTS. AID 651602, 2012. inhibition, % at 11.9 µM. hit rate 0.26% among 360,000; in the data active = inhibition above about 11%
Wnt act – Wnt/beta-catenin pathway activators, primary screen, cell-based, plate reader, single point; Wnt/beta-catenin reporter cell assay, activator; activation, % at 9.35 µM; hit rate 1.2% among 300,000; in the data active = activation above about 30%, passing the limit was not always enough;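 also: 0% = neutral control wells and 100% = positive control wells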
PvdQ inh – P. aeruginosa PvdQ acylase inhibitors, primary screen, biochemical, fluorescence, plate reader and imaging, single point | PvdQ acylase [Pseudomonas aeruginosa LESB58] | AID 488965, 2010 | inhibition, % at 10 µM | purified PvdQ acylase | hit rate 0.063% among 340,000; in the data active = inhibition above about 30%, passing the limit was not always enough;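 also: 0% = vehicle neutral wells and 100% = reference inhibitor wells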
Rtt109 Vps75 – inhibitors of C. albicans Rtt109/Vps75 HAT, primary screen, biochemical, ThioGlo CoA-SH fluorescence, plate reader. Histone acetyltransferase RTT109 (Candida albicans (strain SC5314 / ATCC MYA-2876)), …. purified Rtt109/Vps75, 4 h. inhibition, % at 34.9 µM. hit rate 0.16% among 330,000. AID 540336, 2011;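 active = inhibition of at least 50% in every replicate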
Target sequence (Q5AAJ8 whole entry, looked up): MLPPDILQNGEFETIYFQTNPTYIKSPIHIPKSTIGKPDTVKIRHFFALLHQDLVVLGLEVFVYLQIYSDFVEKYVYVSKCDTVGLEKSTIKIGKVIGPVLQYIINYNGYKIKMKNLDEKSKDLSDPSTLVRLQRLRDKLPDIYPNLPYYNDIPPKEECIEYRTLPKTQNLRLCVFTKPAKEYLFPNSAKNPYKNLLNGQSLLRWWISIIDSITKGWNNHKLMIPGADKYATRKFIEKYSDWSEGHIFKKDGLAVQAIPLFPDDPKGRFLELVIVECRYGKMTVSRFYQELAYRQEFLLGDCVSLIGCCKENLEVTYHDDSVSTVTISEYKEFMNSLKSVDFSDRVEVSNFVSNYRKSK
PfHsp90 yeast 2 – growth inhibition of PfHsp90-expressing yeast, primary screen, antimalarial PfHsp90 inhibitor project, S. cerevisiae, BacTiter-Glo luminescence, single point, set 2 | hit rate 0.32% among 310,000 | inhibition, % at 9.4 µM | BacTiter-Glo ATP, 48 h; yeast lacking PDR1 and PDR3 efflux regulators;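 active = every replicate shows inhibition above about 80%, whatever the replicate mean, limit read from the data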;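 also: 0% = DMSO neutral controls and 100% = 20 µM radicicol positive controls; yeast relying on Plasmodium falciparum Hsp90 in place of its own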
CAL PDZ FP – CAL PDZ peptide-binding inhibitors, primary screen, biochemical, fluorescence polarization, Cer-tagged CAL PDZ, HTS; hit rate 0.02% among 330,000; purified CAL PDZ, TMR-peptide fluorescence polarization, 1 h; AID 504414, 2011; Golgi-associated PDZ and coiled-coil motif-containing protein (Homo sapiens), Q9HD26; inhibition, % at 20 µM;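 active = highest replicate inhibition of at least 40%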;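 also: plate controls were DMSO neutral control wells for no effect and unlabeled competitor peptide control wells for full effect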
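Test system: tagged CAL PDZ domain / Buffer or medium: sodium phosphate/NaCl buffer pH 7.4 with TCEP, IgG, Thesit / Reagent: TMR-labelled reporter peptide T*-PRC34 bound in PDZ groove / Compound dosing: single point, 20 µM / Schedule: 1 h incubation at room temperature before polarization reading / Technique: fluorescence polarization (mP) / Benchmarks: unlabelled peptide, DMSO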
AddAB inh – growth inhibition of E. coli expressing H. pylori AddAB, primary screen, AddAB inhibitor project, absorbance; inhibition, % at 11.9 µM; hit rate 0.29% among 330,000; AID 435030, 2010; in the data active = inhibition above about 12%;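 also: 0% = vehicle wells of infected cells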
DAGLB inhibitor – DAGLB lipase inhibitors, primary screen, biochemical, fluorescence, HTS; Diacylglycerol lipase-beta (Homo sapiens), Q8NCG7; HEK293T DAGLB membrane lysate, EnzChek fluorogenic substrate; inhibition, % at 5.17 µM; hit rate 0.059% among 340,000; AID 504411, 2011; in the data active = inhibition above about 34%;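 also: 0% = enzyme with vehicle and 100% = wells lacking enzyme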
Target sequence (Q8NCG7 whole entry, looked up): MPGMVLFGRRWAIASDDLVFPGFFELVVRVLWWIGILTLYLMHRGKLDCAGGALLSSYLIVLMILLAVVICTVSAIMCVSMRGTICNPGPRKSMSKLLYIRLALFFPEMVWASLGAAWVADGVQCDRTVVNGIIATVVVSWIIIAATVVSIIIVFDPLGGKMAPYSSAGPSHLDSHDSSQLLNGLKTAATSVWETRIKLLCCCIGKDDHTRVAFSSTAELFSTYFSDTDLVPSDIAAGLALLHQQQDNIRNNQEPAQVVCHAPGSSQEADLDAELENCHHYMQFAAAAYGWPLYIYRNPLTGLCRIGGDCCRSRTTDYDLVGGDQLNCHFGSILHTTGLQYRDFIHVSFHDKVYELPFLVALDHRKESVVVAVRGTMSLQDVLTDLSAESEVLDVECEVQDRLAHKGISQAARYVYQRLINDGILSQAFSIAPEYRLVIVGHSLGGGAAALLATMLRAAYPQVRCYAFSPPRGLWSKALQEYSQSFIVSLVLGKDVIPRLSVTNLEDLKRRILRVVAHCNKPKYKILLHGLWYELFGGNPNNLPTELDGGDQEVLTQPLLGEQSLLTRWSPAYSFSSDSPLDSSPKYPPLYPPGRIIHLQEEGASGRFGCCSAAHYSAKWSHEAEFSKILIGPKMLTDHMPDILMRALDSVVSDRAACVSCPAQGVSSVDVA
E coli growth – E. coli V3065 growth inhibition, primary screen, counter-screen for AddAB inhibitor project, absorbance, OD600; 18 h; inhibition, % at 11.9 µM; hit rate 0.27% among 330,000; AID 449728, 2010;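 active = inhibition above the campaign's mean inhibition across all tested compounds plus 3 SD, cut at about 9.9% in these data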;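 also: uninfected addAB+ strain grown without phage in ampicillin broth; 0% = DMSO wells and 100% = ciprofloxacin 0.95 µg/ml wells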
Tat export inh – E. coli Tat export inhibitors, primary screen, MC4100, TorA-mCherry reporter, fluorescence, single point | inhibition, % at 10 µM | hit rate 0.036% among 340,000;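 active = mean replicate inhibition at least 50% and at least half of replicates individually reaching 50%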;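 also: exported cargo escapes ClpAP degradation while cytoplasmic cargo is degraded and loses fluorescence; 0% = median of neutral control wells and 100% = median of NaSCN control wells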
An asterisk follows results filed as active; nt = no result given.

SMILES | phage Ecoli inh | Wnt act | PvdQ inh | Rtt109 Vps75 | PfHsp90 yeast 2 | CAL PDZ FP | AddAB inh | DAGLB inhibitor | E coli growth | Tat export inh
COc1ccccc1C(=O)COC(=O)c1ccccc1O | 2.0 | 9 | -11 | 5 | 6 | -1.4 | 3.4 | -3 | -2.6 | 5
O=C(O)c1cccc(S(=O)(=O)N2CC=C(c3ccccc3)CC2)c1 | 1.7 | -2 | -10 | -6 | 0 | -1.0 | -0.8 | 5 | -2.1 | 2
O=[N+]([O-])c1cc2c(cc1CN1CCN(c3ccc(F)cc3)CC1)OCO2 | 5.4 | 0 | 4 | -3 | -10 | 0.5 | 3.7 | -5 | -0.3 | -1
O=C(Cn1cc(C(F)(F)F)ccc1=O)N1CCc2ccccc21 | 2.6 | -1 | 4 | 29 | -3 | -0.1 | 0.5 | -3 | 0.8 | 10
CC(=O)Nc1ccc(Nc2cc(C)nc(Nc3ccc(NC(C)=O)cc3)n2)cc1 | 1.8 | 2 | 0 | 21 | 5 | 3.8 | 2.2 | 1 | 0.2 | -4
O=c1c2[nH]c3cccc(Cl)c3c2ncn1CCN1CCCCC1 | -2.3 | -1 | -10 | -12 | -42 | -22 | 3.5 | -2 | 1.1 | -5
O=C(O)c1ccc(N2C(=O)c3ccc(C(=O)c4cccc([N+](=O)[O-])c4)cc3C2=O)cc1 | 3.7 | 1 | 5 | nt | -27 | -3.4 | 1.4 | -1 | 1.7 | -1
O=C(COc1ccccc1Cl)NNC(=O)c1ccc2nc[nH]c2c1 | -0.3 | 0 | -1 | 1 | -1 | -0.9 | 1.3 | -1 | 0.7 | -1
CC(=O)Oc1cc2c(C(=O)NCCCN3CCOCC3)c(C)oc2c2ccccc12 | 1.8 | nt | -9 | 2 | -15 | -1.1 | -3.0 | 0 | -2.5 | -2
O=c1cc(-c2ccccc2)[nH]c2ccc(F)cc12 | -0.2 | -16 | -11 | -1 | 4 | -0.4 | 1.3 | -1 | -1.2 | -9
CCOC(=O)c1c(C2CC2)csc1NC(C)=O | 0.8 | nt | -3 | -23 | 9 | -2.7 | 0.6 | -5 | -0.3 | 1
c1ccc(-c2nccc(-c3ccc(-n4cnc5ccccc54)cc3)n2)nc1 | -0.3 | nt | 11 | 6 | 4 | -5.4 | -1.6 | 3 | 0.8 | 17

Whole records, looked up by structure. Values in the order: phage Ecoli inh	Wnt act	PvdQ inh	Rtt109 Vps75	PfHsp90 yeast 2	CAL PDZ FP	AddAB inh	DAGLB inhibitor	E coli growth	Tat export inh
CC(=O)Nc1ccc(Nc2cc(C)nc(Nc3ccc(NC(C)=O)cc3)n2)cc1 as listed: 1.8	2	0	21	5	3.8	2.2	1	0.2	-4
CC(=O)Oc1cc2c(C(=O)NCCCN3CCOCC3)c(C)oc2c2ccccc12 as listed: 1.8	nt	-9	2	-15	-1.1	-3.0	0	-2.5	-2

(listing goes on)
SMILES | phage Ecoli inh | Wnt act | PvdQ inh | Rtt109 Vps75 | PfHsp90 yeast 2 | CAL PDZ FP | AddAB inh | DAGLB inhibitor | E coli growth | Tat export inh
S=C(NCC1CCCO1)N1CCN(Cc2ccccc2)CC1 (stereo unspecified) | 0.8 | 0 | -8 | 14 | -22 | -3.3 | 0.8 | 1 | -2.0 | -1
O=C1C2CC=CCC2C(=O)N1Cc1nnc(-c2ccc(Cl)cc2)o1 (stereo unspecified) | 3.0 | -1 | 5 | -7 | 21 | -3.5 | 1.1 | -2 | 0.5 | 6
CCN(Cc1ccccc1)C(=O)CSc1nc(C)cc2c1C(=O)OC2 | 3.6 | nt | -8 | -5 | 0 | -1.0 | 1.0 | 1 | 0.6 | -4
CCn1c(CC(=O)Nc2ccc(Cl)cc2)nnc1SCC(=O)N1CCOCC1 | 2.0 | -2 | -12 | -6 | -3 | 0.1 | -0.2 | 3 | 2.4 | 2
Cc1ccc(C)c(Nc2nn3c(=O)c4ccc(C(=O)NCc5cccnc5)cc4nc3s2)c1 | 1.6 | -14 | -15 | 7 | 14 | -1.9 | 0.9 | 0 | 3.0 | -3
Fc1ccc(-c2nnc3ccc(N4CCCC4)nn23)cc1 | 1.0 | -2 | -15 | 5 | 12 | -2.4 | 1.4 | 0 | -1.0 | 9
COc1cc(C(=O)NNC(=O)Cc2ccc(S(=O)(=O)N3CCOCC3)s2)cc(OC)c1OC | 3.7 | -3 | -19 | 8 | -4 | -3.5 | 3.9 | 1 | 1.5 | -10
COc1ccc(C(=O)NCc2ccc(C)cc2)cc1S(=O)(=O)N1CCCc2ccccc21 | 3.9 | nt | 2 | -1 | nt | -0.9 | 0.6 | -3 | -0.7 | 0
Cc1c(CC(=O)O)c(=O)oc2c(C)c(OCc3ccc(F)cc3F)ccc12 | -0.9 | 0 | 4 | 4 | 4 | -1.6 | 0.8 | -3 | -0.2 | 12
CCCCOc1ccc(C2CC(=O)NC2=O)cc1 (stereo unspecified) | 4.0 | 5 | -14 | 13 | -18 | -0.3 | 0.3 | 0 | -0.8 | -7
COc1ccc(C(=O)c2ccc(-c3ccc(OC)cc3)nc2)cc1 | 0.0 | -1 | -8 | 5 | 0 | -0.7 | nt | -2 | nt | 1
COc1cccc(S(=O)(=O)Nc2cccc(C(=O)N3CCCC3)c2)c1 | 2.1 | -3 | -16 | -4 | 5 | -2.5 | nt | -2 | nt | 5

Three compounds out of the list, ordered by length of the SMILES, rising.
SMILES | phage Ecoli inh | Wnt act | PvdQ inh | Rtt109 Vps75 | PfHsp90 yeast 2 | CAL PDZ FP | AddAB inh | DAGLB inhibitor | E coli growth | Tat export inh
CCn1c(CC(=O)Nc2ccc(Cl)cc2)nnc1SCC(=O)N1CCOCC1 | 2.0 | -2 | -12 | -6 | -3 | 0.1 | -0.2 | 3 | 2.4 | 2
Cc1c(CC(=O)O)c(=O)oc2c(C)c(OCc3ccc(F)cc3F)ccc12 | -0.9 | 0 | 4 | 4 | 4 | -1.6 | 0.8 | -3 | -0.2 | 12
Cc1ccc(C)c(Nc2nn3c(=O)c4ccc(C(=O)NCc5cccnc5)cc4nc3s2)c1 | 1.6 | -14 | -15 | 7 | 14 | -1.9 | 0.9 | 0 | 3.0 | -3

Later entries:
SMILES | phage Ecoli inh | Wnt act | PvdQ inh | Rtt109 Vps75 | PfHsp90 yeast 2 | CAL PDZ FP | AddAB inh | DAGLB inhibitor | E coli growth | Tat export inh
CCSCc1nnc(SCC(=O)Nc2cccc(C(C)=O)c2)n1C | 1.2 | -2 | 4 | 9 | 4 | 0.5 | 3.5 | 0 | 0.6 | 8
O=C(N/N=C/c1cc(Br)ccc1O)c1cccc(N2CCCC2=O)c1 | 0.7 | nt | -8 | -1 | -4 | -0.8 | 1.6 | 4 | -4.9 | -7
C=CCn1c(CCNC(=O)c2ccco2)nc2ccccc21 | 1.1 | 1 | 11 | 8 | 10 | -0.5 | 2.5 | 0 | -0.8 | -9
CCn1nc(CC(=O)Nc2ccc(-n3cnnn3)c(C)c2)c2ccccc2c1=O | 2.5 | -8 | -5 | -2 | 6 | -1.8 | 1.9 | 2 | 0.6 | -1
COc1ccc(NC(=O)c2ccc(CN3CCN(c4ccccc4)CC3)cc2)cc1 | 1.6 | nt | -14 | -2 | 9 | -0.4 | 1.6 | -2 | 0.1 | -4
Cc1cc(N/N=C/c2ccccc2F)c2ccccc2n1 | 1.6 | 1 | -15 | 11 | 26 | -0.3 | 1.2 | 1 | -0.4 | 2
Fc1cc(F)cc(NC(=S)N2CCC(c3ccccc3)C2)c1 (stereo unspecified) | 4.0 | 15 | -8 | 8 | -36 | -0.7 | 0.3 | 0 | -1.5 | 2
COc1cc(C(=O)NNC(=O)c2ccc(NC(=O)C(C)(C)C)cc2)cc(OC)c1OC | 0.1 | 1 | -1 | 5 | -2 | 1.2 | 0.6 | -3 | -0.8 | -6
COc1cc(OC)c2c(c1)C(=O)OC2OC (stereo unspecified) | 3.7 | 1 | -17 | -11 | -1 | -0.6 | 4.0 | -1 | -1.7 | 3
CC(C)OCCCNC(=S)N1CCC(C(=O)c2ccc(Cl)cc2)CC1 | 3.1 | -1 | 1 | -5 | -10 | 1.2 | 0.7 | -7 | -1.6 | 2
O=C(O)c1cc2cc(F)ccc2[nH]1 | 1.8 | -16 | -6 | 5 | -7 | -0.4 | -0.5 | 2 | 0.6 | -7
CC(C)CC(C(=O)O)N1C(=O)C2C3c4ccccc4C(c4ccccc43)[C@@H]2C1=O (stereo partly specified) | -0.3 | 0 | -2 | 0 | -9 | nt | -0.1 | 3 | 0.5 | -6
CC1CC(C)CN(C(=O)CCNC(=O)c2ccccc2Cl)C1 (stereo unspecified) | 1.2 | 0 | 6 | -2 | -9 | -1.4 | nt | -1 | nt | -3
CCCN(CCC)C(=O)CC(c1ccccc1)c1cc(Br)ccc1O (stereo unspecified) | 3.1 | nt | -8 | -16 | nt | -0.3 | 2.6 | -7 | 2.6 | 32
CCc1ccc2c(c1)cc(CN(C(=S)Nc1ccccc1)C1CC1)c1nnnn12 | -0.2 | nt | -2 | 5 | -4 | 0.8 | 1.4 | 2 | -4.5 | 25
COc1ccc(CCN(C)CC(O)c2ccccc2)cc1OC (stereo unspecified) | -0.4 | -1 | 2 | 8 | 27 | 0.5 | -1.4 | 1 | -2.5 | 3
COc1ccc(S(=O)(=O)N2CCCCC2)cc1NC(=O)CSc1nnc(C2CC2)n1C | 1.6 | -1 | 2 | -2 | 29 | -0.1 | -1.4 | -2 | -1.4 | 4
COc1ccc(CCN2C(=O)CC(NNC(=O)c3ccccc3Br)C2=O)cc1 (stereo unspecified) | 1.8 | 1 | -6 | 2 | 3 | 0.6 | 1.9 | -2 | 1.2 | -6
O=C(NNC(=O)C1CCCCC1)c1ccco1 | 4.0 | -2 | -3 | 5 | -2 | 0.2 | -0.2 | -3 | 2.1 | 6
CC(Sc1nnc2n1CCCCC2)C(=O)Nc1ccccc1[N+](=O)[O-] (stereo unspecified) | 1.7 | -1 | -5 | 2 | 1 | -4.8 | 0.3 | -5 | -1.1 | 6
COC(=O)c1ccc(C2C(C(=O)c3cc4ccccc4o3)=C(O)C(=O)N2c2cc(C)on2)cc1 (stereo unspecified) | -0.9 | 1 | -9 | -18 | -17 | -4.4 | -2.0 | -4 | -0.8 | -14
O=C(COC(=O)CNC(=O)C1CCCCC1)Nc1ccc2ccccc2c1 | 3.1 | 1 | -8 | -6 | 18 | -1.4 | 5.6 | -4 | 2.2 | -1
COc1ccc(-c2cc(=O)oc3cc(OCC(=O)NCC4CCC(C(=O)O)CC4)ccc23)cc1 (stereo unspecified) | 2.3 | 2 | -12 | -7 | 16 | -1.4 | 3.4 | -2 | -2.7 | -4

High-throughput results as filed in PubChem.
